ASAP1 inh: blocks human ASAP1-stimulated Arf1 GTP hydrolysis | 360,000 compounds, 0.19% hits | GDP FP detection | inhibition, % at 16.5 µM | Q9ULH1; in the data active = inhibition above about 25%;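 note: 0% = vehicle with enzyme and substrate and 100% = no enzyme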
PLC-gamma1 inh: inhibitors of human phospholipase C gamma1; P19174; purified PLC-gamma1, fluorogenic substrate, fluorescence; inhibition, % at 12.2 µM; 370,000 compounds, 0.84% hits; AID 720700; in the data active = inhibition above about 9.5%
TDP2 inh: blocks human TDP2 phosphodiesterase activity. 370,000 compounds, 0.34% hits. recombinant TDP2, T5PNP hydrolysis, p-nitrophenol absorbance 415 nm. inhibition, % at 12.8 µM;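 active = inhibition above the mean of all tested compounds plus 3 SD, set per campaign, cut at about 25% in these data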;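 note: 0% = DMSO with enzyme and 100% = buffer with substrate but no TDP2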
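Material: recombinant human TDP2; quantity: TDP2 enzyme at 120 nM final; medium: Tris-HCl pH 7.5 with MgCl2; compound: single concentration, 12.8 µM nominal, with 1% DMSO; incubation: 2 h enzyme incubation at 37 °C; signal: epi absorbance; measure: percent inhibition; benchmarks: high control without enzyme, low control DMSO plus TDP2; repeats: singlicate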
DDE Tn6 FP inh: inhibitors of Tn6 peptide binding to human fibrin DD(E). P02675. Fibrin DD(E) TRITC-Tn6 fluorescence polarization displacement. inhibition, % at 8.3 µM. 370,000 compounds, 0.21% hits;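 active = inhibition above a per-campaign cutoff: mean of compounds within control limits plus 3 SD, cut at about 15% in these data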;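 note: 0% = median of all compound wells on the plate and 100% = blocking peptide control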
LEDGF integ inh: blocks HIV-1 LEDGF/p75-dependent DNA integration | inhibition, % at 3.7 µM | 370,000 compounds, 0.64% hits | TR-FRET IN-LEDGF/p75 DNA integration, Eu/Cy5;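 active = inhibition above the screen-wide mean plus 3 SD, cut at about 13% in these data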;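 note: signal is the Cy5 over europium emission ratio at 671 and 618 nm; 0% = plate median of compound wells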
KLK7 zymogen act: activates the human kallikrein-7 zymogen; P49862; purified proKLK7, EDANS-DABCYL substrate fluorescence; 100% is mature enzyme control, 0% vehicle; activation, % at 7 µM; 370,000 compounds, 0.9% hits; AID 652039;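 active = activation above the mean of all tested compounds plus 3 SD, computed per campaign excluding outliers beyond control limits, cut at about 13% in these data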
ADAM17 inh: inhibitors of human ADAM17. inhibition, % at 6.95 µM. recombinant ADAM17, EDANS/DABCYL FRET peptide cleavage. 370,000 compounds, 0.83% hits;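 active = inhibition above the mean of compounds lying between control limits plus 3 SD, set per campaign, cut at about 8.5% in these data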;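 note: 0% = DMSO-only wells as the low control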
Tn7 DDE FP: disrupts Tn7 cyclic peptide binding to fibrin D-Dimer-E complex; P02675; FP displacement of FITC-Tn7 peptide from fibrin DD(E); 0% = median of compound wells per plate; inhibition, % at 8.3 µM; 370,000 compounds, 0.13% hits;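 active = inhibition above the mean of compounds falling within the control limits plus 3 SD of them, cut at about 14% in these data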;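 note: 0% = plate median of compound wells and 100% = 10 µM Aha-Tn7 peptide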
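Assay system: human fibrin DD(E) protein / Input: 2 µM fibrin DD(E) / Benchmarks: high control of 10 µM Aha-Tn7 peptide / Measured by: fluorescence polarization of the labelled Tn7 tracer / Medium: Tris buffer with calcium and detergent, pH 7.8 / Timing: 10 min compound pre-incubation, 3 h probe incubation at room temperature / Repeats: one replicate per compound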
ARFGAP1 inhibitor: inhibits rat ARF GTPase activating protein 1 | AID 651572 | 360,000 compounds, 0.26% hits | Q62848 | inhibition, % at 16.5 µM | Arfgap1-stimulated ARF1 GTP hydrolysis, GDP FP detection;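 active = inhibition above a per-plate limit, mean inhibition of low control wells plus 3 SD, cut at about 25% in these data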;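 note: 0% = DMSO wells with enzyme and 100% = wells lacking Arfgap1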
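Material: truncated rat Arfgap1 GAP domain; Incubation: compound-enzyme preincubation 20 min, reaction 120 min, detection 60 min, 25 °C; Read-out: percent inhibition of Arfgap1-stimulated GTP hydrolysis; Technique: FP, GDP Alexa 633 tracer displaced from anti-GDP antibody, 620/688 nm; Controls: No-Arfgap1 wells (100%) versus DMSO full-reaction wells (0%); Replication: single well per compound.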
ADAM10 inh: inhibits human ADAM10 | O14672 | recombinant ADAM10, EDANS/DABCYL FRET peptide cleavage, 3 h | inhibition, % at 7 µM | 370,000 compounds, 0.62% hits;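 active = inhibition above a per-campaign cutoff equal to the mean of compounds falling between control-based bounds plus 3 SD, cut at about 20% in these data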;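 note: 0% = DMSO wells while the 100% control is not disclosed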
* = called active by the depositor; i = inactive; . = no result given.

SMILES	ASAP1 inh	PLC-gamma1 inh	TDP2 inh	DDE Tn6 FP inh	LEDGF integ inh	KLK7 zymogen act	ADAM17 inh	Tn7 DDE FP	ARFGAP1 inhibitor	ADAM10 inh
CC(=O)NCC(=O)N(C)C(C(=O)Nc1ccc2c(c1)OCCO2)c1ccc(C)cc1 (configuration not stated)	-14.1	-2.1	4.0	-3.5	1.0	-0.3	-2.3	5.5	-19.1	0.2
CNC(=O)C(=O)NCCc1ccc(Cl)cc1	-0.4	-2.3	10.4	0.8	2.2	0.6	-8.4	-0.5	4.9	-1.6
Fc1ccccc1-c1nc(-c2ccccc2)no1	-7.1	-2.4	2.1	-6.9	4.8	-0.2	-4.3	-3.0	-0.8	-9.2
CC(=O)c1ccccc1NC(=O)COC(=O)CSCC(=O)Nc1cc(C)on1	-11.9	-10.7	8.2	-0.4	3.0	-1.0	-1.1	-2.2	-5.2	-4.5
CCOC(=O)CSc1ccc2nnc(CCNS(=O)(=O)c3ccccc3)n2n1	8.8	-3.7	-9.8	-6.8	-6.3	0.5	-6.3	3.3	8.1	-20.5
CCOC(=O)c1sc(=S)n(C)c1NC(=O)c1ccccc1	7.4	5.0	-14.3	3.2	-1.8	-0.1	4.6	-2.9	-6.7	9.3
CC(C)CCN1CCN(Cc2cccc3nonc23)CC1CCO (configuration not stated)	10.0	2.1	-5.0	-2.4	2.2	-0.5	-1.4	-1.1	-3.3	-0.1
O=C(CSC1=Nc2ccccc2C2=NC(CC(=O)NCc3ccco3)C(=O)N12)NCC1CCCO1 (configuration not stated)	5.2	-16.0	7.6	1.0	0.4	0.7	-28.1	-2.2	-6.4	-80.8
CC(=O)NC(Cc1c[nH]c2ccccc12)C(=O)OCC(=O)N1CCCCCC1 (configuration not stated)	-7.4	-0.9	6.1	-4.7	-1.2	0.2	-1.8	3.8	-3.2	-7.2
Nc1nc2c(ncn2[C@@H]2O[C@H](C(=O)NC3CCCCC3)[C@@H](O)[C@H]2O)c(=O)[nH]1	-16.8	-0.7	-9.6	2.0	0.2	0.0	-5.2	1.4	0.9	-10.7
CCCCn1c(N)c(N(CCOC)C(=O)CN2C(=O)NC3(CC(C)CC(C)(C)C3)C2=O)c(=O)[nH]c1=O (configuration not stated)	-5.4	-1.2	3.2	-0.7	-1.8	0.4	-3.9	-5.9	-5.7	-20.0
C/C=C/c1ccc(OCC(=O)OCC)c(OC)c1	1.9	0.8	-5.5	-0.6	2.4	0.1	1.1	2.6	-11.0	0.1
Clc1cccc(Cc2nn[nH]n2)c1	8.6	-0.6	0.6	-1.7	-1.1	0.7	0.8	1.3	2.1	-12.7
Cc1ccccc1CCNC(=O)C1CCC(=O)N(C2CCCCCC2)C1 (configuration not stated)	6.3	5.2	-11.9	-12.9	2.0	-0.8	4.0	4.4	22.6	-7.4
COc1cc(/C=C/C(=O)NC(C)(C)C)ccc1OCc1ccccc1	-3.1	-2.8	-5.6	-1.5	-3.1	-0.2	-9.3	0.4	10.2	-23.7
COc1ccc(OCC(=O)NCCS(=O)(=O)N2CCN(c3ccc(F)cc3)CC2)cc1	0.6	0.5	0.8	-2.6	-0.9	-0.1	-2.0	-6.4	2.8	-5.9
S=C(NCCc1ccccc1)NCc1ccccc1Cl	-10.5	2.1	-15.5	0.2	-0.9	-0.9	2.0	-0.7	4.4	11.4
Cc1ccc(Cl)cc1N1CCN(C(=O)CCCn2c(=O)c3cccn3c3cccnc32)CC1	0.0	10.5*	-28.0	-2.4	0.5	-0.5	4.3	3.5	0.8	-6.3
CCOC(=O)[C@@]12CCCC3=C1N(CCC3)C(=O)[C@H]2CC(=O)NCc1ccc(OC)c(OC)c1	.	1.2	5.6	0.5	3.2	-0.7	-0.3	-7.2	.	4.6
CCn1ccnc1CN(C)Cc1cn(-c2ccc(C)cc2)nc1-c1ccc(F)cc1	-13.8	4.3	0.0	3.5	2.5	-0.4	4.5	1.7	7.7	5.1
Cc1noc(C)c1COc1cccc(C(=O)NCc2ccccc2Cl)c1	3.0	-0.1	-4.4	0.9	-2.8	-0.1	0.3	-1.2	-8.3	-0.5
O=S(=O)(Nc1c(F)cccc1F)c1ccc(Cl)nc1	3.6	2.7	6.1	10.0	1.1	-0.1	-1.4	-1.8	-1.4	1.8
COc1cc(C)c(S(=O)(=O)NOCc2ccccc2)c(C)c1C	-0.3	-0.6	5.2	-2.5	-1.0	0.0	-7.0	9.3	-9.8	6.6
CC(C)C[C@H]1CN([C@@H](CC(C)C)CN2CCCC2CN2C(=S)NC[C@@H]2Cc2ccc(O)cc2)C(=S)N1CCc1ccccc1 (some centres not stated)	8.8	-5.3	-7.5	-4.0	4.0	0.2	0.8	-6.5	2.0	-1.4
Cc1nnc(SCC(=O)Nc2ccc3c(c2)OCO3)s1	-0.3	1.0	6.8	-2.5	3.1	0.0	2.5	8.9	-9.3	1.9
COc1cccc(/C=C2\Oc3cc(OCC(=O)N4CCCCC4)ccc3C2=O)c1OC	8.9	-331.5	-5.6	-19.2	-7.6	-1.6	-0.9	6.1	15.4	-7.6
COc1ccc(C(=O)NC(=C(Cl)Cl)S(=O)(=O)c2ccc(C)cc2)cc1	18.4	-1.5	6.8	1.2	1.5	0.5	0.8	-4.3	13.1	-8.3
Cc1cccc(C(O)c2ncc(-c3cccc(C(F)(F)F)c3)[nH]2)c1C (configuration not stated)	-12.7	7.9	-9.8	-8.0	6.5	0.9	14.7*	-0.1	10.6	22.5*
CCc1ccc2c(c1)C(c1cccs1)=NNC(c1cccnc1)=N2	-20.0	5.4	-4.1	-8.9	0.9	-0.7	3.8	-0.1	-6.5	18.9
Nc1c(C(=O)Nc2ccccc2F)sc2nc(-c3ccco3)ccc12	4.7	i	2.2	-5.7	7.2	-10.6	-132.9	0.2	-4.9	-442.8
Cc1ccccc1CC(=O)N1CCN(C(=O)c2ccco2)CC1	-5.5	2.2	3.7	-3.0	0.1	-0.1	0.7	0.3	-6.8	8.3
COCCNC(=S)NNC(=O)c1cc(C2CC2)nc2ccccc12	2.6	-7.6	-10.3	10.2	-4.3	0.9	-6.6	3.6	4.8	-5.4
CCOC(=O)C1CCN(C2=NC(=O)/C(=C/c3ccccc3OC)S2)CC1	-2.0	-9.5	4.6	5.0	-2.2	0.6	-3.3	-0.3	-6.4	-17.4
Cc1nnc(-c2ccccc2)o1	11.9	8.8	-17.4	9.4	2.0	0.4	0.0	-0.1	5.1	7.6
COc1ccc(NS(=O)(=O)c2ccc(NC(C)=O)cc2)cc1OC	15.9	1.6	-0.8	-7.7	-0.1	0.0	-4.7	7.1	11.1	0.2
CC(=O)c1ccccc1OC(=O)c1ccc(-c2ccccc2)cc1	-10.5	-0.9	-16.2	1.8	-6.1	-0.3	0.1	-3.1	8.3	3.0
C/C(=N\NC(=O)c1ccc(NS(=O)(=O)c2cccs2)cc1)c1ccncc1	3.7	4.1	-25.3	-0.6	5.8	-0.5	-0.8	-0.8	-2.6	0.1
CN(C)S(=O)(=O)c1ccc(NC(=O)COC(=O)Cn2[nH]c(=O)c3ccccc3c2=O)cc1	-8.5	0.8	1.9	3.3	3.0	0.4	-2.7	-3.5	18.1	7.1
CCOc1cc(N(CC)CC)ccc1/C=C(/C#N)c1nc2ccccc2[nH]1	-16.2	-13.2	1.8	0.9	-2.8	-1.0	-7.1	1.5	4.5	-21.2

Assay outcomes deposited in PubChem BioAssay by The Scripps Research Institute Molecular Screening Center.
